Assay outcomes from PubChem BioAssay.
Lipid storage S3: qHTS Assay for Lipid Storage Modulators in Drosophila S3 Cells; Drosophila S3 cells, BODIPY lipid droplet fluorescence, 18-24 h; cells fed with added oleic acid; Potency in µM for hits, for the others lipid storage change, negative = inhibition, % at the top dose, mostly 46.1 µM; 320,000 tested, 0.64% active; active = well fitted inhibition curve with a large enough effect in the signal ratio, with a control signal flat, not every such curve was filed as active; inconclusive = small, poorly fitted or top-dose-only effect, or effect the other way, or a change in a side signal; the % refers to the signal ratio
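Drosophila S3 cells loaded with oleic acid (400 uM, as added) and compounds at several concentrations; lipid droplets imaged by 488-nm laser-scanning cytometry, 500–530 nm intensity and object ratio to cell channel. Percent activity normalized to 20 uM Triacsin C.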
Lipid storage S3 cell count max: recorded beside Lipid storage S3, whose call it bears; cell number change, %; measured here: cell count max response;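 cells counted by Cell Tracker Red CMTPX staining in the red channel; peak over a dose series mostly up to 46.1 µM; percent activity relative to internal control wells on each plate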
* = called active by the depositor. % is set by controls: 0 for no effect and ±100 for the full control effect; potency is the fitted concentration of half-maximal effect. Not all compounds are listed (hit frequency here may not be typical).

Sample of the layout (6 entries):
Results for CCCC(C)NC(=O)COC(=O)c1cccc(NS(C)(=O)=O)c1 (stereo not given) ?
Lipid storage S3: 0%; Lipid storage S3 cell count max: 10

Results for CC(O)CNC(=O)C1CCN(Cc2ccc(OCc3ccccc3)cc2)CC1 (stereo not given) ?
Lipid storage S3: inconclusive

How did COc1ccc(CCNC(=O)c2cc(C)oc2C)cc1OC do in these assays?
Lipid storage S3: inactive; Lipid storage S3 cell count max: 20

How did CCCCCCn1c(CN2CCC(C)CC2)nc2c1c(=O)n(C)c(=O)n2C do in these assays?
Lipid storage S3: 1%; Lipid storage S3 cell count max: -2

What do the screens show for `c1ccc(-c2ccc3c(c2)NCCN3)cc1`?
Lipid storage S3: 3%; Lipid storage S3 cell count max: -8

Results for O=C(CN1CCOCC1)Nc1ccccc1C(=O)Nc1ccccc1 ?
Lipid storage S3: inconclusive

The list itself, repeating the preview:
Results for CCCC(C)NC(=O)COC(=O)c1cccc(NS(C)(=O)=O)c1 (stereo not given) ?
Lipid storage S3: 0%; Lipid storage S3 cell count max: 10

Results for CC(O)CNC(=O)C1CCN(Cc2ccc(OCc3ccccc3)cc2)CC1 (stereo not given) ?
Lipid storage S3: inconclusive

How did COc1ccc(CCNC(=O)c2cc(C)oc2C)cc1OC do in these assays?
Lipid storage S3: inactive; Lipid storage S3 cell count max: 20

How did CCCCCCn1c(CN2CCC(C)CC2)nc2c1c(=O)n(C)c(=O)n2C do in these assays?
Lipid storage S3: 1%; Lipid storage S3 cell count max: -2

What do the screens show for `c1ccc(-c2ccc3c(c2)NCCN3)cc1`?
Lipid storage S3: 3%; Lipid storage S3 cell count max: -8

Results for O=C(CN1CCOCC1)Nc1ccccc1C(=O)Nc1ccccc1 ?
Lipid storage S3: inconclusive

How did COc1ccc(S(=O)(=O)N2CCCCCC2)cc1C(=O)N1CCCCC1 do in these assays?
Lipid storage S3: inactive; Lipid storage S3 cell count max: 14

How did CC1=C(C(=O)N2CCN(c3cc(C)ccc3C)CC2)C2(CCC(C)CC2)OC1=O (stereo not given) do in these assays?
Lipid storage S3: inconclusive

Results for COc1cccc(NC(=O)COC(=O)c2cc(=O)c3ccccc3o2)c1 ?
Lipid storage S3: inconclusive

How did O=C(NCc1ccco1)/C(=C\c1cccnc1)NC(=O)c1ccccc1F do in these assays?
Lipid storage S3: inconclusive

How did CCCC(=O)Nc1cc(C(=O)N(C)CC(OC)OC)ccc1S(=O)(=O)c1ccc(C)cc1 do in these assays?
Lipid storage S3: 11%; Lipid storage S3 cell count max: 14

What do the screens show for `CCn1c(=O)c(=O)[nH]c2cc(C(=O)NC3CCCc4ccccc43)ccc21` (stereo not given)?
Lipid storage S3: inconclusive

How did CC(C)n1nnnc1SCC(=O)c1ccc2c(c1)OCCO2 do in these assays?
Lipid storage S3: -26%; Lipid storage S3 cell count max: -6

How did Cc1cccn2c(=O)c3cc(C#N)c(=NC(=O)c4cccs4)n(CC(C)C)c3nc12 do in these assays?
Lipid storage S3: -6%; Lipid storage S3 cell count max: 14

How did COc1cccc(NC(=S)N(Cc2ccccn2)Cc2ccccc2Cl)c1 do in these assays?
Lipid storage S3: inconclusive

Results for COc1cn(-c2ccccc2)nc1C(=O)NCc1ccc(C)cc1 ?
Lipid storage S3: inconclusive

Results for O=C(Nc1nnc(SCc2ccc(Cl)cc2)s1)C1CC(=O)N(Cc2ccccc2)C1 (stereo not given) ?
Lipid storage S3: inconclusive

How did CN(CCOc1ccccc1)C(=O)c1cc(S(=O)(=O)N2CCCCC2)ccc1Cl do in these assays?
Lipid storage S3: -20%; Lipid storage S3 cell count max: -8

How did CCN(C#N)c1nc(N(C)C)nc(N(C)C)n1 do in these assays?
Lipid storage S3: inactive; Lipid storage S3 cell count max: 20

How did COc1ccc(/C=C2/Sc3ccc(C(=O)NCCN4CCCCCC4)cc3NC2=O)cc1 do in these assays?
Lipid storage S3: inconclusive

Results for CCOc1ccccc1NC(=O)c1cccc(NC(=O)CC(c2ccccc2)c2ccccc2)c1 ?
Lipid storage S3: -21%; Lipid storage S3 cell count max: -3

What do the screens show for `C=CCn1c(SCC(C)=O)nnc1-c1ccc2ncccc2c1`?
Lipid storage S3: -5%; Lipid storage S3 cell count max: 2

Results for CN(C)CCCNC(=S)Nc1ccc(-c2ccccc2)cc1 ?
Lipid storage S3: inconclusive

Results for FC(F)(F)COc1cc(-c2nnc(SCc3ccccc3)n2Cc2ccco2)cc(OCC(F)(F)F)n1 ?
Lipid storage S3: 13%; Lipid storage S3 cell count max: 1

What do the screens show for `Cc1cccc(N2CCN(C(=O)c3ccc(NS(=O)(=O)c4c(C)noc4C)cc3)CC2)c1C`?
Lipid storage S3: inconclusive

How did CCS(=O)(=O)N1CCCC(C(=O)NCCCN(C)Cc2ccccc2)C1 (stereo not given) do in these assays?
Lipid storage S3: inconclusive

What do the screens show for `Cc1cccc(C)c1NC(=O)C1(N(Cc2ccco2)C(=O)Cn2nnnc2N)CCCCC1`?
Lipid storage S3: -1%; Lipid storage S3 cell count max: 2

Results for O=C(NCc1cc2ccccc2[nH]1)c1ccccc1F ?
Lipid storage S3: 23%; Lipid storage S3 cell count max: -13

Results for CNC(=O)c1cc(OCC(F)(F)F)ccc1OCC(F)(F)F ?
Lipid storage S3: 5%; Lipid storage S3 cell count max: 13

What do the screens show for `Cc1ccc(CNC(=O)C2CCC(=O)N(Cc3ccccc3F)C2)s1` (stereo not given)?
Lipid storage S3: -4%; Lipid storage S3 cell count max: 4

What do the screens show for `Cc1c(CCC(=O)O)c(=O)oc2cc(OCc3ccccc3F)ccc12`?
Lipid storage S3: -5%; Lipid storage S3 cell count max: -13

Results for N#C/C(=C\c1ccc2c(c1)OCCO2)C(=O)Nc1nccs1 ?
Lipid storage S3: inconclusive

What do the screens show for `Cc1cccc2sc(NC(=O)C3CC3)nc12`?
Lipid storage S3: inconclusive

How did CCOc1ccc(N2C(=O)/C(=C/c3cccs3)N(CC(=O)OC)C2=S)cc1 do in these assays?
Lipid storage S3: 0%; Lipid storage S3 cell count max: -14

What do the screens show for `C=CCNC(=O)/C=C/c1c(F)cccc1Cl`?
Lipid storage S3: inconclusive

What do the screens show for `COc1ccccc1/C=N/OC(=O)c1ccc(F)cc1`?
Lipid storage S3: 0%; Lipid storage S3 cell count max: 4

How did COc1ccc(CCN2C(=NC(=O)CC(C)C)SC3CS(=O)(=O)CC32)cc1OC (stereo not given) do in these assays?
Lipid storage S3: inconclusive

Results for COc1ccc(-c2cc(=O)oc3cc(OC(=O)C4CCCCC4)c(Cl)cc23)cc1 ?
Lipid storage S3: inconclusive

Results for CCc1ccccc1NC(=S)N1CCN(c2cccc(OC)c2)CC1 ?
Lipid storage S3: 14%; Lipid storage S3 cell count max: 17

Results for CC(=O)c1ccccc1-c1csc2ncnc(Sc3nnnn3C)c12 ?
Lipid storage S3: inconclusive

Results for O=C(CSc1ccc(-c2ccccn2)nn1)Nc1ccccc1 ?
Lipid storage S3: -20%; Lipid storage S3 cell count max: -4

What do the screens show for `Cc1cc(C(F)(F)F)n2nc(-c3cnn(C)c3C(F)(F)F)c(Br)c2n1`?
Lipid storage S3: inconclusive

How did Cn1cc(/C=N/n2cnc3scc(-c4ccccc4)c3c2=O)c2ccccc21 do in these assays?
Lipid storage S3: inconclusive

How did CS(=O)(=O)N(CCc1ccccc1)CC(=O)N1CCN(Cc2ccccc2)CC1 do in these assays?
Lipid storage S3: -14%; Lipid storage S3 cell count max: -6

How did CCC(C)(C(=O)NC1CCCC1)N(CC1CCCO1)C(=O)c1ccc2c(c1)OCO2 (stereo not given) do in these assays?
Lipid storage S3: -10%; Lipid storage S3 cell count max: -6

Results for CCOC(=O)C1(Cc2cccc(OC)c2)CCCN(Cc2nccn2CC)C1 (stereo not given) ?
Lipid storage S3: 12%; Lipid storage S3 cell count max: 14

How did C=CCN1C(=O)c2ccc(C(=O)N(CC(C)C)c3c(N)n(CCCC)c(=O)[nH]c3=O)cc2C1=O do in these assays?
Lipid storage S3: inconclusive

What do the screens show for `CN(c1ccccc1)c1nc(-n2ccnc2)nc(-n2ccnc2)n1`?
Lipid storage S3: -1%; Lipid storage S3 cell count max: 2

Some of these compounds in order of count of non-hydrogen atoms, ascending.
Results for O=C(CSc1ccc(-c2ccccn2)nn1)Nc1ccccc1 ?
Lipid storage S3: -20%; Lipid storage S3 cell count max: -4

What do the screens show for `CN(c1ccccc1)c1nc(-n2ccnc2)nc(-n2ccnc2)n1`?
Lipid storage S3: -1%; Lipid storage S3 cell count max: 2

Results for CC(=O)c1ccccc1-c1csc2ncnc(Sc3nnnn3C)c12 ?
Lipid storage S3: inconclusive

Following part.
What do the screens show for `C#CCNC(=O)C1=C[C@H](C)[C@@H](CCCO)[C@H](OCC)O1`?
Lipid storage S3: inconclusive

What do the screens show for `C=CCn1c(N)cc(=O)nc1SCC(=O)Nc1ccc(C)cc1`?
Lipid storage S3: 10%; Lipid storage S3 cell count max: -21

What do the screens show for `S=c1[nH]nc(C2CCCCC2)n1/N=C/c1ccccn1`?
Lipid storage S3: 5%; Lipid storage S3 cell count max: 2

Results for COc1cc(C2C(C(=O)OC(C)C)=C(C)Nc3ncnn32)cc(OC)c1OC (stereo not given) ?
Lipid storage S3: 8%; Lipid storage S3 cell count max: 5

How did O=C(/C=C/NNC(=O)c1ccccc1O)c1ccccc1 do in these assays?
Lipid storage S3: -6%; Lipid storage S3 cell count max: -4

Results for CCCC(=O)Nc1cc(S(=O)(=O)N(CC)CC)ccc1Cl ?
Lipid storage S3: 0%

What do the screens show for `C=CCNC(=O)c1ccc2c(=O)n(CCCN3CCCC3=O)c(=S)[nH]c2c1`?
Lipid storage S3: 0%; Lipid storage S3 cell count max: -9

What do the screens show for `CC(C)=C1C2CCC1C(C(=O)Nc1cc(C)cc(C)c1)C2C(=O)O` (stereo not given)?
Lipid storage S3: 21%; Lipid storage S3 cell count max: 13

Results for COc1ccc(-c2nnc(SCC(=O)Nc3ccc(C(=O)O)cc3)n2-c2ccc(Cl)cc2)cc1 ?
Lipid storage S3: inactive; Lipid storage S3 cell count max: 60

How did CC(=O)C(Sc1nc(N(C)C)nc(N(C)C)n1)C(=O)Nc1ccccc1 (stereo not given) do in these assays?
Lipid storage S3: inconclusive

How did CC(C)C(NC(=O)c1ccc(C(C)(C)C)cc1)C(=O)NCC1(N(C)C)CCCCC1 (stereo not given) do in these assays?
Lipid storage S3: inactive; Lipid storage S3 cell count max: 8

Results for Cc1ccc(NC(=O)C2=CCN(S(=O)(=O)c3ccc(F)cc3)CC2)cc1 ?
Lipid storage S3: inconclusive

What do the screens show for `O=C(CN1CCN(C(=O)c2ccco2)CC1)N1CCc2[nH]c3ccccc3c2C1`?
Lipid storage S3: 3%; Lipid storage S3 cell count max: -5

How did O=[N+]([O-])c1cccc(/C=C/c2nc[nH]c2[N+](=O)[O-])c1 do in these assays?
Lipid storage S3: -3%; Lipid storage S3 cell count max: 7

How did CSCCC(NC(=O)c1ccccc1Cl)C(=O)N1CCN(C(C)=O)CC1 (stereo not given) do in these assays?
Lipid storage S3: inconclusive

How did COC(=O)c1sc2ncccc2c1OCc1ccc(Cl)cc1Cl do in these assays?
Lipid storage S3: inactive; Lipid storage S3 cell count max: -21

Results for CCOc1ccc(-n2c(=O)c3c4c(sc3n(CC(=O)NCC3CCCO3)c2=O)CCCC4)cc1 (stereo not given) ?
Lipid storage S3: inconclusive

What do the screens show for `CC1=NN(C(=O)Cc2ccc([N+](=O)[O-])cc2)C(O)(c2ccccc2)C1` (stereo not given)?
Lipid storage S3: inconclusive

What do the screens show for `Cc1ccc(NC(=O)Cc2nc(-c3c[nH]c(C(=O)N4CCCC4)c3)cs2)c(C)c1`?
Lipid storage S3: inconclusive

What do the screens show for `CC(=O)c1ccccc1OC(=O)c1ccc([N+](=O)[O-])o1`?
Lipid storage S3: -21%; Lipid storage S3 cell count max: -28

What do the screens show for `COc1ccc(OCC(O)CN(C)C(=O)/C=C/c2cccc([N+](=O)[O-])c2)cc1` (stereo not given)?
Lipid storage S3: inconclusive

Results for Cc1cc(=O)n(C)c2ccccc12 ?
Lipid storage S3: inconclusive

How did Cc1ccc(NS(=O)(=O)c2ccc3[nH]c(=O)[nH]c3c2)cc1 do in these assays?
Lipid storage S3: inconclusive

How did COc1ccc(CNc2nc(C)cc(C)c2C#N)cc1 do in these assays?
Lipid storage S3: inconclusive

How did Nc1nc(SCCN2C(=O)c3ccccc3C2=O)n[nH]1 do in these assays?
Lipid storage S3: inconclusive

What do the screens show for `COC(=O)c1ccccc1NC(=O)C1CCCC1`?
Lipid storage S3: 15%

Results for O=C1CC(c2ccccc2)CC(=O)N1c1ccccc1 ?
Lipid storage S3: -17%; Lipid storage S3 cell count max: -1

Results for COc1ccc(CCNc2ccc(C(CC(N)=O)NC(=O)c3cc(OC)ccc3OC)cc2[N+](=O)[O-])cc1 (stereo not given) ?
Lipid storage S3: inconclusive

Results for COc1ccccc1N(CC(O)CN1CCC(C)CC1)S(=O)(=O)c1ccccc1 (stereo not given) ?
Lipid storage S3: inconclusive

What do the screens show for `CC1CCCC(C)N1C(=O)COC(=O)Cc1ccc(Cl)cc1` (stereo not given)?
Lipid storage S3: 8%; Lipid storage S3 cell count max: -10

Results for O=C(CCNS(=O)(=O)c1ccc(Br)cc1)NC1CCC(O)CC1 (stereo not given) ?
Lipid storage S3: inconclusive

What do the screens show for `Cc1ccc(-c2cn(-c3ccc(SC(F)F)cc3)c3[n+]2CCC3)cc1`?
Lipid storage S3: inconclusive
